# Screening data (PubChem BioAssay)
# Pf growth 48h: Primary qHTS for delayed death inhibitors of the malarial parasite plastid, 48 hour incubation; Potency, µM (doses to about 28.7 µM), for inactives: at the highest dose activity change, negative = inhibition, most hits filed as inhibitors; P. falciparum luciferase growth in erythrocytes, 48 h; AID 504832, 2011; 310,000 tested, 5.9% active
#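 Luciferase-expressing parasites in RBCs, 2% Hct / 0.1% parasitemia final; RPMI 1640 + 0.5% Albumax; 37 C, 5% CO2, one generation; luminescence read-out, lower signal = inhibition.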
# Tb PYK inh: qHTS of Trypanosoma Brucei Inhibitors | pyruvate kinase (Trypanosoma brucei), Q57TT1 | TbPYK enzyme, Kinase-Glo Plus ATP luminescence, 45 min | Potency, µM (titrated, usually from 76.8 µM), for inactives: top-dose activity, negative = inhibition, hits mostly inhibitors | 410,000 tested, 0.12% active; further: nearly all actives have a fitted effect of over 50% in size
#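 Luminescent Kinase-Glo Plus end-point after 45 min room-temperature reaction of T. brucei pyruvate kinase started with 130 uM ADP (final). Buffer TEA 50 mM pH 7.2 with KCl, MgCl2, BSA, Tween-20; titration-based qHTS with fitted concentration-effect curves.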
# Pf growth 96h: Primary qHTS for delayed death inhibitors of the malarial parasite plastid, 96 hour incubation. Potency, µM (top dose mostly 28.7 µM), for inactives: at the top dose activity change, negative = inhibition, actives largely listed as inhibitors. 320,000 tested, 6.9% active. P. falciparum luciferase reporter growth, 96 h. AID 504834, 2011
#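 96 h incubation, 37 C, 5% CO2, of luciferase-reporter P. falciparum-infected RBCs (2% hematocrit, 0.05% parasitemia final) with test compounds; endpoint luminescence.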
# Sm TGR inh: qHTS Assay for the Inhibitors of Schistosoma Mansoni Peroxiredoxins | Schistosoma mansoni thioredoxin glutathione reductase (TGR), Q962Y6 | purified TGR, DTNB reduction, TNB absorbance 405 nm | Potency, µM (series often up to 114 µM), without a hit: at the top dose activity change, negative = inhibition, actives largely listed as inhibitors | 360,000 tested, 3% active; further: nearly all actives have a fitted effect of over 60% in size
#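 TGR 20 nM + NADPH 100 uM (dispensed conc.), cpd preinc 15 min RT; start with NADPH (500 uM addition) then DTNB (15 mM addition). Kinetic TNB absorbance, 405 nm filter. Four-parameter Hill fit across titration.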
# HCV inhibitor: qHTS Assay for Inhibitors of Hepatitis C Virus (HCV) | 340,000 tested, 3.4% active | AID 651820, 2012 | Huh7.5.1 HCVcc-Cre infection, luciferase reporter, 44 h | Potency, µM (top dose mostly 41.8 µM), for the others: top-dose activity change, negative = inhibition, actives largely listed as inhibitors
#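 Whole-lifecycle infectious HCVcc-Cre system; cells 1,000/well, compound then virus (~0.5 moi) added 4 h after plating, 44 h culture. Luciferase read 15 sec following 15 min substrate incubation, room temp.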
# LmPK inhibitor: qHTS Assay for Inhibitors of Leishmania Mexicana Pyruvate Kinase (LmPK) | AID 1721, 2009 | purified LmPK, Kinase-Glo ATP luminescence, 1 h | Potency, µM (series often up to 57.5 µM), for the others: top-dose activity change, negative = inhibition, most hits filed as inhibitors | 290,000 tested, 0.37% active
# Target sequence (Q27686 whole entry, looked up): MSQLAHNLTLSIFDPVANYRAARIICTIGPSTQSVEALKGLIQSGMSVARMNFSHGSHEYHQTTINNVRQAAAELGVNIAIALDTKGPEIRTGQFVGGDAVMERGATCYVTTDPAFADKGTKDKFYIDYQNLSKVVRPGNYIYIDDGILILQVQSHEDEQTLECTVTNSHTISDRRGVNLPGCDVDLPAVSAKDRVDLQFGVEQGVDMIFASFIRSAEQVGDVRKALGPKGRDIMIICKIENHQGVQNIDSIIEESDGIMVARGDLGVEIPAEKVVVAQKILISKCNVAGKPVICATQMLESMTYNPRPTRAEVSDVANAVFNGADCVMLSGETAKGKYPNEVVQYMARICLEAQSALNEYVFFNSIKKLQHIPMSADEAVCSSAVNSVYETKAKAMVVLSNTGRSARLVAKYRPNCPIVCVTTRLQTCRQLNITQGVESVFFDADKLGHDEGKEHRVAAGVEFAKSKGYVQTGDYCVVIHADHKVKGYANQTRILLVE
#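 Screened at intermediate enzyme activity to detect both inhibitors and activators: LmPK at 0.1 nM, with a 0.5 nM enzyme column as activation reference. PEP 0.5 mM, ADP 0.1 mM; ATP detected by luminescence after 1 h.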
# Active calls of the source: *; ? = inconclusive; . = no result given; & = joins results of further samples; [ ] = remark or other dose. The call rests on the fitted dose curve; in most records, active means well fitted curve in the direction sought with a large enough effect; inconclusive means small, poorly fitted or top-dose-only effect, or another doubt; inactive means no such curve, though single readings can be large; an effect the other way counts as inactive or inconclusive. On the % scale 0 is the no-effect control and ±100 the full control effect; potency means the concentration at half of the fitted maximal effect. Outcome played no part in choosing rows; overall some 16% were active at least once.
smiles	HCV inhibitor	LmPK inhibitor	Pf growth 48h	Sm TGR inh	Tb PYK inh	Pf growth 96h
O=C(NC1CC1)C1=C[C@@H](c2coc3ccccc3c2=O)C[C@@H](OCCCCO)O1	-10.8%	1.2%	-14.4%	44.7µM*	-8.0%	32.5%[activator]
O=[N+]([O-])c1cc(N=Nc2ccc3ccccc3c2)ccc1O	-1.8%	1.7%	149.5%[activator]	-17.8%	0.1%	76.6%[activator]
CCOC(=O)c1c(C)[nH]c(C)c1C(=O)CSc1nc(N)cc(=O)[nH]1	-16.1%	2.9%	.	-26.8%	-5.0%	58.7%[activator]
COc1ccc(Cl)c(NC(=O)NCCN2CCN(c3ccccc3)CC2)c1	2.8%	-1.8%	?	14.0%	-9.7%	-2.3%
Cc1cc(Cn2ccnc2)c(C)cc1Cn1ccnc1	22.5%	0.9%	13.1µM*	-7.4%	-2.2%	?
O=C(O)CS(=O)CC(=O)Nc1cccc(C(F)(F)F)c1 (stereo unspecified)	17.7%	2.5%	0.0%	.	6.1%	-2.9%
CCOc1ccc(/C=C/c2c([N+](=O)[O-])c(=O)n(C)c(=O)n2C)cc1	9.6%	-3.0%	?	1.4%	6.7%	1.0%
COc1ccc(C(=O)C[n+]2ccccc2/C=N/O)cc1	-18.1%	0.4%	25.2%	-12.5%	1.1%	?
COc1ccccc1CN1C[C@@H]2C[C@@H](c3ccccc3OC)N3CCC[C@@]23C1=O	-21.3%	1.2%	?	1.7%	0.2%	?
CC1(C)CC(=O)C=C(Nc2ccc(C(=O)O)c(O)c2)C1	12.7%	7.7%	11.2%	?	5.6%	?
Fc1ccccc1CSc1nc2ncc(Br)cc2[nH]1	-1.5%	3.5%	.	0.0%	-11.9%	13.1µM*
COc1ccc(CNc2ccc([N+](=O)[O-])cc2C)cc1	?	0.7%	?	14.2%	-14.1%	?
COCc1cc(=O)[nH]c(/N=C(\N)Nc2c(F)cccc2F)n1	14.4%	0.0%	9.3%	8.3%	-4.0%	17.5%
O=C(O)CCCC(=O)Nc1ccc(-n2ccc(C(F)(F)F)n2)cc1	24.7%	-2.6%	3.8%	20.4%	12.2%	15.6%
O=C(NCc1cccnc1)c1cc(-c2ccc(Cl)cc2)oc1C(F)(F)F	-28.3%	3.8%	-6.6%	9.7%	-5.4%	7.6%
Cc1ccc(S(=O)(=O)NCCC(=O)N2CC(C)OC(C)C2)cc1 (stereo unspecified)	-11.9%	.	-0.4%	1.6%	3.9%	30.4%
Cc1ccc2c(c1)CC1(CN2C)C(=O)NC(=O)N(c2ccc(C)c(C)c2)C1=O (stereo unspecified)	11.2%	4.2%	1.3%	?	-0.9%	15.7%
Cn1cccc1C(=O)NNC(=O)COc1ccccc1F	6.2%	-4.8%	139.6%[activator]	4.0%	3.9%	150.1%[activator]
COc1ccc(-c2nnc(SC(C)C(=O)Nc3cccc(Cl)c3)o2)cc1 (stereo unspecified)	-28.9%	3.3%	181.3%[activator]	-29.6%	-6.0%	15.8%
CCC(Oc1ccccc1)C(=O)Nc1ccc(S(=O)(=O)Nc2cnc3ccccc3n2)cc1 (stereo unspecified)	24.3%	1.4%	2.7%	3.3%	-6.1%	?
Brc1ccc(/C=N/Nc2ncnc3c2cnn3Cc2ccccc2)cc1	13.6%	-2.8%	?	-4.2%	-8.8%	-4.3%
COC(=O)C1C(=O)C2=C(CC1C)NC(=O)CC2c1cccc(C)c1 (stereo unspecified)	18.2%	-3.1%	?	5.8%	-3.4%	.
CCCS(=O)(=O)N1CCCC(C(=O)N2CCCCC2)C1 (stereo unspecified)	0.9%	-0.1%	-4.8%[0.00184 µM]	-3.3%	-12.0%	0.1%
COc1ccc(C(O)Cn2cc([N+](=O)[O-])nc2C)cc1 (stereo unspecified)	1.9%	0.0%	31.6%[activator]	18.3%	-8.9%	53.6%[activator]
CCN1CNC(=S)N(c2cccc(C)c2)C1	0.4%	0.3%	6.7%	1.8%	5.4%	8.6%

# Taken from above:
# Sm TGR inh with CCOC(=O)c1c(C)[nH]c(C)c1C(=O)CSc1nc(N)cc(=O)[nH]1 stands at -26.8%
# LmPK inhibitor with COc1ccc(CNc2ccc([N+](=O)[O-])cc2C)cc1 stands at 0.7%

# Profiles as entered above.
# Record of O=C(O)CS(=O)CC(=O)Nc1cccc(C(F)(F)F)c1 (stereo unspecified) → HCV inhibitor = 17.7%; LmPK inhibitor = 2.5%; Pf growth 48h = 0.0%; Sm TGR inh = .; Tb PYK inh = 6.1%; Pf growth 96h = -2.9%
# Record of COc1ccc(CNc2ccc([N+](=O)[O-])cc2C)cc1 → HCV inhibitor = ?; LmPK inhibitor = 0.7%; Pf growth 48h = ?; Sm TGR inh = 14.2%; Tb PYK inh = -14.1%; Pf growth 96h = ?

# Additional records.
smiles	HCV inhibitor	LmPK inhibitor	Pf growth 48h	Sm TGR inh	Tb PYK inh	Pf growth 96h
CN1CCOc2ccc(S(=O)(=O)N3CCN(S(=O)(=O)c4c(F)cccc4F)CC3)cc21	.	.	?	-4.3%	.	?
Nc1nonc1-n1nnc(C(=O)N/N=C/c2cc(Br)cs2)c1-c1ccccc1	-10.7%	-1.2%	?	10.7%	3.5%	-29.2%
CCCCCCCCCCCCS(=O)(=O)CCC(=O)O	7.5%	5.1%	2.2%	4.1%	4.5%	0.0%
CCCCCCCCOc1ccc(C(=O)c2ccccc2)c(O)c1	.	.	-4.1%	.	-3.0%	-2.3%
CC(C(=O)Nc1cccc([N+](=O)[O-])c1)N1C(=O)NC2(CCCC2)C1=O (stereo unspecified)	6.7%	-0.3%	-9.1%	-5.9%	1.8%	-45.8%
OCCN(Cc1ccccc1)Cc1ccccc1O	12.1%	1.3%	4.15µM*	-21.8%	5.9%	?
CCSC1=C(C#N)C(c2ccc(C)s2)CC(=O)N1 (stereo unspecified)	1.2%	1.0%	21.3%	0.4%	-1.6%	48.1%[activator]
Cc1ccc(C2=NN(C(=O)CCl)C(c3cccs3)C2)o1 (stereo unspecified)	?	0.2%	3.7µM*	3.16µM*	-1.3%	2.08µM*
COc1cc(S(=O)(=O)N(Cc2cccs2)CC2CCCO2)ccc1-n1cnnn1 (stereo unspecified)	-18.2%	2.7%	-18.3%	0.6%	6.1%	4.15µM*
Cc1ccc(C)c(NC(=O)CCC(=O)NNC(=S)Nc2ccccc2)c1	-0.6%	0.7%	-16.4%[5.75 µM]	5.5%	-26.3%	-16.0%[5.75 µM]
c1ccc2nc3c(nc2c1)CCc1nonc1-3	2.3%	4.1%	4.7%	6.0%	-3.4%	68.2%[activator]
CCOc1c(Cl)cc(CNCC(C)C)cc1OC	-16.3%	5.3%	.	-1.5%	-4.8%	16.3%
C=C(C)C(=O)Nc1cccc(C2=NOC3(C2)C[C@@H](C(N)=O)N(C(=O)C2(C)CC2)C3)c1 (stereo partly specified)	1.4%	0.7%	80.3%[activator]	-7.2%	0.3%	75.9%[activator]
O=C1CCCN1S(=O)(=O)c1ccc(F)cc1	-5.8%	0.8%	0.0%	3.5%	6.9%	-7.3%
CSc1nsc(SCC(=O)Nc2ccccc2C(=O)O)n1	12.9%	-1.2%	15.9%	-11.7%	-16.6%	-25.3%
C=CCn1c(O)c(C(C)=NCCCN2CCOCC2)c(=O)[nH]c1=O	5.5%	4.5%	21.8%	?	-4.2%	16.4%
COCCNc1nc(-c2cc(-c3ccc(Cl)cc3)on2)cc(C(C)C)n1	?	-0.9%	-6.0%	-9.7%	-2.7%	-7.0%
O/N=C/Cc1[nH]c2ccccc2c1-c1ccccc1	-24.4%	-4.0%	4.2%	5.5%	0.1%	6.7%
Cc1nnc2sc(-c3ccc(-c4ccc(Cl)c(C(F)(F)F)c4)o3)nn12	15.7%	-9.4%	-5.0%	-0.3%	-14.2%	94.7%[activator]
CCc1ccc(S(=O)(=O)Nc2cccc(-c3ccc4nncn4n3)c2)s1	?	-1.6%	?	14.4%	2.1%	4.8%
CCN(Cc1ccncc1)Cc1cn(C)nc1-c1ccc(Oc2ccccc2)cc1	4.6%	1.7%	?	1.3%	4.5%	18.8%
COc1ccc(C)cc1NC(=O)c1ccc(S(=O)(=O)N2CCCCC2)cc1	-18.6%	4.3%	?	3.4%	-1.5%	-0.2%
c1ccc(CCc2nc(-c3ccccc3)no2)cc1	9.6%	-4.6%	117.9%[activator]	-16.8%	3.4%	97.3%[activator]
Cc1ccc(-c2ccnc3[nH]n(-c4ccccc4)c(=O)c23)cc1	23.2%	-1.0%	35.7%[activator]	21.2%	4.2%	?
Cn1c2c(c(=O)n(C)c1=O)[C@@]1(C(=O)Nc3ccccc31)C(C#N)=C(N)O2	8.2%	-9.5%	?	?	-11.7%	13.1µM*
COc1ccc(C(=O)Nc2nnc(CCc3ccccc3)s2)c(OC)c1	?	-2.0%	-13.4%	11.9%	0.9%	?
Fc1ccc(-c2nc3cnccn3c2NC2CCCC2)cc1	14.1µM*	-0.3%	-22.2%	-4.4%	0.0%	18.3%
COc1ccc(-c2noc(CCC(=O)NCc3cccnc3)n2)cc1	?	-3.3%	6.2%	4.2%	-6.0%	4.1%
COc1cc(NC2c3ccccc3C(=O)N2Cc2ccccc2Cl)cc(OC)c1 (stereo unspecified)	?	3.7%	?	8.3%	-18.9%	?
CCN(CC)c1ccc(CNC23CN4CN(CN(C4)C2)C3)cc1	-1.4%	0.1%	-4.2%	-2.7%	2.0%	?
CCOC(=O)c1c(-c2ccc(OC)cc2)csc1NC(=O)CCN1C(=O)c2ccccc2C1=O	?	1.9%	-3.4%	7.6%	?	?
CC(=O)c1cc(-c2ccccc2)n(CC(=O)Nc2ccc(C)c(C)c2)c1C	-12.6%	-0.7%	8.7%	17.8%&2.5%	-1.2%[15.4 µM]	?
CCc1ccc(N(C(=O)c2csnn2)C(C(=O)NC(C)(C)CC)c2cccnc2)cc1 (stereo unspecified)	11.8%	11.8%	-20.8%	-0.6%	-3.7%	?
COc1ccc(-n2ccnc(SCC(=O)NC3CCCCC3)c2=O)cc1	3.2%	-7.6%	15.4%	0.6%	-7.7%	-6.8%
COc1ccccc1CCC(=O)Nc1ncc(C)s1	?	2.4%	56.5%[activator]	2.8%	-4.9%	42.5%[activator]
CCOC(=O)C1CCCCN1Cc1ccc(F)cc1 (stereo unspecified)	17.8%	3.9%	.	4.7%	14.4%	65.1%[activator]
O=S(=O)(Nc1cccnc1)c1ccc(C2CCCCC2)cc1	-14.1%	0.7%	.	-7.0%	-3.6%	28.8%
CC(C)(CO)N=Cc1c(O)[nH]c2ccccc12	8.4%	-4.0%	-10.2%	0.2%	3.2%	?
O=C(Cc1ccccc1)Nc1ccccc1N1CCOCC1	-1.5%	5.2%	36.5%[activator]	-10.6%	1.5%	58.7%[activator]
O=C(NCc1cccc(Cl)c1)C1CCC(=O)N(C2CC2)C1 (stereo unspecified)	25.3%	-0.5%	-4.2%	-11.5%	1.7%	35.7%[activator]
